High-throughput results as filed in PubChem.
SIAH1 antagonists = Siah-1 peptide-binding antagonists, primary screen, biochemical, fluorescence polarization, rhodamine-plectin, uHTS (AID 1817); Siah-1 / rhodamine-plectin peptide fluorescence polarization; higher % means a stronger effect; one-dose displacement, % at 20 µM; IC50 in µM for titrated hits; 290,000 compounds, 0.02% hits; E3 ubiquitin-protein ligase SIAH1 (Homo sapiens);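 active = displacement of at least 50% at 20 µM, with a fluorescence ratio check between 0.3 and a set limit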;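 also: plate controls were Siah plus tracer with DMSO for no effect and tracer alone without Siah for full effect; strong numbers were not always called active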
WT yeast gro inh = growth inhibition of WT strain, primary screen, mitochondrial fusion inhibitor project, WT and mutant strains, chemical genetic | mitochondrial fusion phenotypic screen | 190,000 compounds, 2.1% hits | inhibition, % at 10 µM; in the data active = inhibition above about 58%; tested in S. cerevisiae
TNAP activators = human TNAP enzyme activators, primary screen, biochemical, luminescent, no phosphate acceptor, uHTS (AID 1001) | one-dose activation fold at 20 µM; EC50 in µM for titrated hits | 200,000 compounds, 0.03% hits | purified TNAP, luminescent activation assay, no phosphate acceptor; higher activation fold means a stronger effect; in the data active = activation fold from about 3, or a potency from the dose series; inactive = the rest, 99 in 100 with activation fold below about 1.6; also: many of its hits are not listed in these tables
RSV CPE inhibition = RSV antiviral activity via CPE protection, HEp-2 cells, primary 10 µM value included (AID 2391) | CPE inhibition, % at 10 µM, or IC50 in µM where a hit was titrated | 310,000 compounds, 0.13% hits | HEp-2 cells, RSV-induced CPE inhibition; higher % means a stronger effect; in the data active = a potency from the dose series; inconclusive = CPE inhibition mostly from about 23% at the one dose, without a potency; inactive = the rest, 99 in 100 with CPE inhibition below about 21%; also: strong numbers were not always called active
PMI inhibitors = inhibitors of human PMI, primary screen, biochemical, fluorescence intensity, coupled assay (AID 1209) | Mannose-6-phosphate isomerase (Homo sapiens) | purified PMI enzyme, coupled fluorescence intensity; higher % means a stronger effect | one-dose inhibition, % at 20 µM; IC50 in µM for titrated hits | 190,000 compounds, 0.42% hits;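 also: plate controls were DMSO vehicle for no effect and wells lacking substrate for full effect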
XIAP displacement = XIAP antagonists, biochemical, IAP family, fluorescence polarization (AID 1018). E3 ubiquitin-protein ligase XIAP (Homo sapiens). XIAP BIR domain, fluorescence polarization peptide displacement; higher % means a stronger effect. one-dose displacement, % at 20 µM; IC50 in µM for titrated hits. 200,000 compounds, 0.007% hits; in the data active = displacement above about 50%; also: a part of the inactive calls stands beside numbers as strong as those of hits
PhoP inhibition = inhibitors of PhoP regulon expression, primary screen, Salmonella Typhimurium, GFP reporter (AID 1863). inhibition, % at 50 µM; hits with a dose series show IC50 in µM. S. Typhimurium PhoP-regulated promoter GFP reporter, 4 h; higher % means a stronger effect. 300,000 compounds, 0.16% hits;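 active = inhibition over 29.93%, a cutoff 3 SD above the screen mean, later confirmed by dose response; inconclusive = inhibition over 29.93% but no dose response follow-up; inactive = inhibition at most 29.93% or unconfirmed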;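 also: 0% = low Mg2+ inducing control and 100% = high Mg2+ repressing control; strong numbers were not always called active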
PMI inhibition = human PMI inhibitors, high substrate, primary screen, biochemical, fluorescence intensity, high mannose 6-phosphate (AID 1220). inhibition, % at 20 µM; hits with a dose series show IC50 in µM. Mannose-6-phosphate isomerase (Homo sapiens). recombinant PMI enzyme, coupled fluorescence intensity; higher % means a stronger effect. 190,000 compounds, 0.66% hits
Myeloid diff MLP = induction of myeloid progenitor differentiation, primary screen, cell-based, flow cytometry, MLPCN library. ER-HoxA9 myeloid progenitors, lysozyme-GFP differentiation. calls only at 10 µM. 360,000 compounds, 1% hits;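 active = normalized GFP-positive differentiation at or above the plate's own cutoff, the solvent-only control mean plus 3 SD; inconclusive = no clear call, values can overlap the other calls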;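 also: cells exposed to compound for four days before flow analysis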
WT yeast gro inh mutant strain = further read-out of WT yeast gro inh, marked with its call; inhibition, %; mitochondrial fusion phenotypic screen, mutant strain inhibition
Myeloid diff MLP GFP+ MAC1+ % = also measured in Myeloid diff MLP; calls as there; GFP+ MAC1+ double positive, %; measured here: differentiation confirmed by MAC1 staining
* marks the source's active call; other numbers are inactive results; i = inactive; ? = inconclusive; . = no result given. Rule as the data show it, unless noted: active = inhibition above about 50%; inactive = the rest.

Values in the order: WT yeast gro inh mutant strain, XIAP displacement, PMI inhibition, PMI inhibitors, RSV CPE inhibition, WT yeast gro inh, PhoP inhibition, SIAH1 antagonists, TNAP activators, Myeloid diff MLP GFP+ MAC1+ %, Myeloid diff MLP
(1) CC(=O)c1ccc(NC(=O)C2CCCNC2=O)cc1 (stereo not given)
→ 1.5, 0.1%, -9.9%, -3.2%, 1.4%, 13.3, 3.2%, -6.9%, 1.1, 2.2, i
(2) CCCOc1ccc(CNC(=O)Cn2ncc3ccccc32)cc1
→ ., ., ., ., -0.3%, ., 3.0%, 0.3%, ., 0.7, i
(3) COc1ccc(NC(=S)NCCCN2CCN(C3CCCCC3)CC2)cc1
→ -29.0, 1.5%, -5.0%, 6.5%, 0.7%, -9.4, 7.1%, -2.5%, 1.1, 0.7, i
(4) COc1ccc(Br)cc1/C=N/NC(=O)c1ccco1
→ 4.7, -1.5%, -4.7%, -0.4%, 1.9%, 9.5, 4.4%, 0.3%, 1.1, 0.8, i
(5) COc1ccc(C2CC(=O)C=C(NCc3ccc4c(c3)OCO4)C2)cc1 (stereo not given)
→ ., ., ., ., 2.0%, ., -2.2%, 14.7%, ., 0.2, i
(6) COc1ccccc1C(=O)Nc1ccc2c(c1)CCCN2C(=O)c1cccs1
→ ., ., ., ., 39.5%, ., -1.6%, -4.7%, ., 0.0, i
(7) COc1ccc(CNC(=O)c2ccccc2SC)cc1
→ 12.6, 3.2%, 2.1%, 3.4%, 1.4%, 10.6, 0.0%, 0.8%, 1.1, 0.9, i
(8) Cc1ccc(-c2nn3c(C)nnc3c3ccccc23)cc1S(=O)(=O)NCc1ccco1
→ -11.1, -4.1%, -31.9%, -13.7%, 19.8%, -4.7, 4.6%, -8.1%, 1.1, 6.1, i
(9) COC(=O)c1ccccc1NC(=O)c1ccc2nccnc2c1
→ -22.8, -5.6%, 18.3%, 5.5%, -1.5%, 7.1, -6.0%, 21.3%, 1, 0.6, i
(10) COc1cc(NC(=O)C2CC(c3c(F)cccc3Cl)=NO2)cc(OC)c1OC (stereo not given)
→ ., ., ., ., 4.8%, ., 5.0%, 2.1%, ., 0.4, i
(11) COc1ccc(S(=O)(=O)NCC(c2cccnc2)N2CCN(Cc3ccccc3)CC2)cc1 (stereo not given)
→ ., ., ., ., 0.8%, ., 0.3%, 2.8%, ., 0.5, i
(12) O=C(Nc1ccccc1)/C(=C\c1ccc2c(c1)OCO2)NC(=O)c1ccco1
→ 14.5, 1.5%, -11.1%, -6.3%, 0.5%, 10.2, 1.3%, 4.5%, 1.1, 9.4, i
(13) COc1ccc(-c2ccc(SC)nn2)cc1
→ 36.8, -1.5%, 12.5%, 0.8%, -2.0%, 40.4, 11.3%, -1.5%, 1.1, 0.5, i
(14) CCOC(=O)Cc1c(C)nc2c(-c3ccc(Cl)cc3)cnn2c1C
→ 2.5, -1.1%, 13.2%, 7.8%, ?, 27.5, 12.7%, 3.4%, 1.1, 0.1, i
(15) N#CCSc1nc2c(cc1C#N)CCCC2
→ -11.9, -7.2%, 2.1%, 0.9%, 5.8%, 10.5, 13.4%, 0.7%, 0.9, 2.8, i
(16) Cc1nn(Cc2cccc(C(=O)O)c2)c(C)c1[N+](=O)[O-]
→ ., ., ., ., -0.7%, ., -8.1%, -1.4%, ., 0.1, i
(17) CCC1CCCCN1C(=S)Nc1ccc(S(=O)(=O)Nc2ncccn2)cc1 (stereo not given)
→ ., ., ., ., 0.1%, ., 9.7%, -5.3%, ., 1.4, i
(18) COc1ccc2cc(C)c3nnc(SCC(=O)Nc4cc(OC)c(OC)cc4C(=O)O)n3c2c1
→ 22.6, -7.3%, -2.0%, -12.2%, -1.5%, 15.7, -1.5%, -2.0%, 1.1, 0.1, i
(19) COc1cc(NC(=S)NC(=O)c2c(OC)cccc2OC)ccc1NC(=O)c1cccs1
→ 0.0, -1.2%, 14.0%, 13.6%, 2.7%, 2.6, 0.4%, 6.5%, 1.1, 1.6, i
(20) COc1cc(OC)c(OC)cc1CN1CCSCC1
→ ., ., ., ., 0.7%, ., -3.5%, 1.9%, ., 0.4, i
(21) Cc1cnc(C(=O)Oc2cccc(Cl)c2Cl)cn1
→ ., ., ., ., 0.2%, ., 5.0%, 7.1%, ., 2.2, i
(22) CC(=O)Nc1ccc2c(c1)nc(C)n2-c1ccccc1
→ ., ., ., ., -0.2%, ., -5.6%, 3.9%, ., 0.2, i
(23) O=C(CC(=O)NCc1cccnc1)NCc1cccnc1
→ -13.3, -4.5%, 3.2%, 11.7%, 1.2%, 7.6, 12.8%, 1.8%, 1.1, 0.7, i
(24) Cc1ccc(SCC(=O)NNC(=O)C2CCCCC2)cc1
→ -44.7, -0.2%, 3.9%, 6.6%, 1.3%, 12.1, -3.2%, 0.5%, 2.7, 0.6, i
(25) Cc1ccc(Oc2ccc(NC(=O)c3ccco3)cc2)cc1
→ 73.0, -9.3%, 22.3%, 6.1%, 5.9%, 70.1, -6.8%, -2.0%, 1, 1.6, i
(26) O=S1(=O)N=C(Nc2ccc(O)cc2)c2ccccc21
→ -3.0, -5.1%, 4.3%, -3.9%, 0.5%, 0.7, 7.7%, 8.1%, 1.1, 0.1, i
(27) O=C(NCC(=O)N(CC1CCCO1)C(C(=O)NC1CCCC1)c1ccc(F)cc1)c1ccco1 (stereo not given)
→ -6.7, -4.6%, 17.6%, 12.0%, -0.1%, 18.0, -6.0%, 1.7%, 1.1, 1.0, i
(28) CCCCn1c(NS(=O)(=O)c2ccc(C)cc2)c(S(=O)(=O)c2ccccc2)c2nc3ccccc3nc21
→ -4.4, -0.3%, 54.9%*, 24.2%, 1.9%, -8.6, -40.1%, i, 1, ., ?
(29) COc1ccc(C(CC(=O)N2CCCCC2)c2c(O)cc(OC)cc2OC)cc1 (stereo not given)
→ ., ., ., ., 1.2%, ., -3.3%, 2.5%, ., 2.9, i
(30) CCOc1cccc(C(=O)NNC(=O)CCC(=O)O)c1
→ -18.0, -0.4%, 2.8%, 0.2%, 1.2%, 2.8, 4.6%, 7.9%, 1.1, 0.4, i
(31) CC(C)(C)c1ccc(C(=O)N2CCCC2c2cccs2)cc1 (stereo not given)
→ ., ., ., ., 11.9%, ., -1.9%, 0.4%, ., 0.8, i
(32) COC(=O)c1ccsc1NC(=O)CCS(=O)(=O)c1ccccc1
→ ., ., ., ., -0.9%, ., -4.5%, -2.2%, ., ., ?
(33) Cc1ccc(S(=O)(=O)Nc2nnc(C(C)(C)C)s2)cc1
→ ., ., ., ., 2.1%, ., 1.1%, 4.0%, ., 0.7, i
(34) Cc1c(C(=O)c2ccc([N+](=O)[O-])cc2)c(=O)n(C)c(=O)n1C
→ 7.7, -1.7%, 5.8%, 5.8%, 0.7%, 1.6, -1.4%, -1.1%, 1.1, 0.2, i
(35) CCC1CCCCN1C(=S)NC1CCCCC1 (stereo not given)
→ -14.8, -2.1%, -1.3%, 0.7%, 3.3%, -12.8, 0.7%, 1.9%, 1, 0.0, i
(36) Cc1cc(C)c2c(c1)NC(=O)C2(O)CC(=O)c1cccs1 (stereo not given)
→ -13.5, -4.2%, -0.2%, 9.1%, 7.8%, 3.2, 44.9%, -0.4%, 1, 0.9, i
(37) Cc1ccsc1/C=N/Nc1nc2ccccc2s1
→ 17.6, -4.3%, -2.4%, 8.4%, 4.8%, 34.8, 7.0%, -4.8%, 1.5, 1.0, i
(38) CCOC(=O)C1CCN(C(=O)CNC(=O)c2nn(-c3ccc(OC)c(OC)c3)c(=O)c3ccccc23)CC1
→ ., ., ., ., 2.6%, ., -6.9%, 0.6%, ., 0.7, i
(39) CCCCC(=O)Nc1ccc(N2CCN(C(=O)c3ccco3)CC2)cc1
→ ., ., ., ., 2.3%, ., 8.7%, 6.2%, ., 0.0, i
(40) CCOc1cc2[nH]c(=O)n(Cc3cccc(OC)c3)c(=O)c2cc1OCC
→ 18.1, -9.5%, -7.2%, -16.0%, 1.6%, -2.8, -4.8%, 4.6%, 1, 0.4, i
(41) Cc1nc(SCC(=O)Nc2ccc3c(c2)OCCO3)nc(C)c1C
→ -4.2, -6.6%, 0.8%, 10.4%, 0.4%, -18.8, -4.9%, -2.7%, 1.1, 1.2, i
(42) O=C(Nc1ccc(Cl)cc1)Nc1ccc(-c2cnco2)cc1
→ ., ., ., ., 2.4%, ., 11.5%, -1.1%, ., 0.5, i
(43) CCc1nnc(NS(=O)(=O)c2ccc(NC(=O)c3cc(Cl)ccc3Cl)cc2)s1
→ -3.6, -4.1%, 4.4%, 3.0%, 1.5%, 1.3, -6.7%, 3.9%, 1, 0.2, i
(44) Cc1cccc(C(=O)N2CCC(=O)N(C(COCc3cccc(Cl)c3)Cc3ccccc3)CC2)c1 (stereo not given)
→ -2.0, -22.3%, 4.9%, 2.4%, 4.5%, 24.9, -4.4%, 0.8%, 1, 2.5, i
(45) O=C(Nc1ncc2c(n1)-c1ccccc1CC2)c1cccs1
→ 20.4, -1.2%, 4.7%, -1.0%, 4.6%, 15.5, 5.4%, 4.7%, 1.1, 0.1, i
(46) O=C(COC(=O)C1CCC1)Nc1ccc(OC(F)F)cc1
→ 7.2, 20.8%, 2.8%, 5.9%, 0.4%, 5.1, 0.1%, -4.1%, 1.1, 0.5, i
(47) Cc1c(C(=O)O)cnc2c([N+](=O)[O-])cnn12
→ -19.3, -9.1%, -10.6%, -15.3%, 0.5%, -5.2, 0.2%, 1.6%, 1.1, 0.4, i
(48) NC(=O)CC(NC(=O)Cc1ccc(Br)cc1)c1ccc(NC2CC3CCC2C3)c([N+](=O)[O-])c1 (stereo not given)
→ ., ., ., ., -3.8%, ., 2.4%, -1.4%, ., 0.9, i
(49) O=C(O)CSc1nc2ccccc2c(=O)[nH]1
→ 15.7, -3.2%, 4.8%, 5.4%, -0.8%, 20.6, -5.7%, -2.2%, 1, 0.6, i

Ordered by formula weight (rising): some entries from above.
Values in the order: WT yeast gro inh mutant strain, XIAP displacement, PMI inhibition, PMI inhibitors, RSV CPE inhibition, WT yeast gro inh, PhoP inhibition, SIAH1 antagonists, TNAP activators, Myeloid diff MLP GFP+ MAC1+ %, Myeloid diff MLP
(49) O=C(O)CSc1nc2ccccc2c(=O)[nH]1
→ 15.7, -3.2%, 4.8%, 5.4%, -0.8%, 20.6, -5.7%, -2.2%, 1, 0.6, i
(36) Cc1cc(C)c2c(c1)NC(=O)C2(O)CC(=O)c1cccs1 (stereo not given)
→ -13.5, -4.2%, -0.2%, 9.1%, 7.8%, 3.2, 44.9%, -0.4%, 1, 0.9, i
(38) CCOC(=O)C1CCN(C(=O)CNC(=O)c2nn(-c3ccc(OC)c(OC)c3)c(=O)c3ccccc23)CC1
→ ., ., ., ., 2.6%, ., -6.9%, 0.6%, ., 0.7, i
